# Screening results from PubChem BioAssay.
# G9a inh = qHTS Assay for Inhibitors of Histone Lysine Methyltransferase G9a | G9a H3K9 monomethylation, AlphaScreen, 2 h | Potency, µM (titrated, usually from 102 µM), inactives show at the highest dose activity, negative = inhibition, most hits filed as inhibitors | hit rate 8.8% among 350,000 | Histone-lysine N-methyltransferase EHMT2 (Homo sapiens), Q96KQ7; also: % is scaled to controls: 0 for no effect and ±100 for the full control effect; nearly all actives have a fitted effect of over 75% in size
#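 Compounds were preincubated with 20 nM G9a for 15 min, after which biotinylated H3K9 peptide (500 nM) and SAM (20 uM) started a 2 h room-temperature reaction. Monomethylated product was quantified by antibody-based AlphaScreen chemiluminescence.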
# HP1b chromo inh = HTS for Inhibitors of HP1-beta Chromodomain Interactions with Methylated Histone Tails; Chromobox protein homolog 1 (Homo sapiens), P83916; AlphaScreen HP1-beta / biotin-H3K9me3 peptide binding; Potency, µM (series often up to 114 µM), for the others: at the highest dose activity change, negative = inhibition, most hits filed as inhibitors; hit rate 0.56% among 390,000; AID 540317, 2011; also: nearly all actives have a fitted effect of over 70% in size; inactives centre near 23
# Target sequence (P83916 whole entry, looked up): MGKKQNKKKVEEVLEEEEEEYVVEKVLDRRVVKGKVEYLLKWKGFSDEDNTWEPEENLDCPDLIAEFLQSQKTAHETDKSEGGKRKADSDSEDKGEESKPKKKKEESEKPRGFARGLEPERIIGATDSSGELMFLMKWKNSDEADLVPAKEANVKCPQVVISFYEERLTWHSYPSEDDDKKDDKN
#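 HP1-beta protein (50 nM final) preincubated 30 min at room temperature with biotinylated H3(1-18)K9me3 peptide (50 nM) in PBS pH 7.4, 0.01% Tween-20, then compound added for 30 min. AlphaScreen streptavidin donor/nickel chelate acceptor beads (10 ug/mL final), 30 min dark, luminescence read.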
# Tb PGK inh = qHTS Assay to Find Inhibitors of Phosphoglycerate Kinase. Potency, µM (top dose mostly 57.5 µM), for inactives: top-dose activity change, negative = inhibition, actives largely listed as inhibitors. hit rate 0.043% among 380,000. AID 602233, 2012. Phosphoglycerate kinase, glycosomal (Trypanosoma brucei brucei), P07378. PGK/GAPDH coupled, Kinase-Glo luminescence, 60 min; also: % is scaled to controls: 0 for no effect and ±100 for the full control effect; nearly all actives have a fitted effect of over 60% in size
#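 Recombinant glycosomal PGK reaction used 1,3-bisphosphoglycerate generated in-well by GAPDH (100nM final) in 100mM TEA pH 7.6, 5mM MgCl2, 0.01% Tween-20. After 60 minutes at room temperature, ATP was read by Kinase-Glo Plus luminescence end-point.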
# BAZ2B block = qHTS Assay for Inhibitors of BAZ2B; Potency, µM (doses to about 114 µM), for inactives: top-dose activity change, negative = inhibition, hits mostly inhibitors; Bromodomain adjacent to zinc finger domain protein 2B (Homo sapiens), Q9UIF8; hit rate 4.4% among 360,000; AlphaScreen BAZ2B-H3K14Ac peptide displacement; also: % is scaled to controls: 0 for no effect and ±100 for the full control effect; nearly all actives have a fitted effect of over 60% in size
#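 Compounds, titrated to a top concentration of 110 uM, were incubated 30 min at room temperature with preformed BAZ2B/acetyl-K14 H3 peptide complex (50 nM each). Proximity signal was measured by AlphaScreen after 20 min with beads.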
# JMJD2A Tudor = qHTS Assay for Inhibitors of JMJD2A-Tudor Domain; Lysine-specific demethylase 4A (Homo sapiens), O75164; AlphaScreen JMJD2A-Tudor / H3K4me3 peptide binding; Potency, µM (titrated, usually from 114 µM), for the others: at the top dose activity change, negative = inhibition, most hits filed as inhibitors; hit rate 4.4% among 390,000; also: % is scaled to controls: 0 for no effect and ±100 for the full control effect; nearly all actives have a fitted effect of over 50% in size
# Pin1 inhibitor = qHTS Assay to Find Inhibitors of Pin1. Pin1 FP peptide displacement, HiFluor488, 10 min. Potency, µM (doses to about 115 µM), inactives show at the top dose activity, negative = inhibition, hits mostly inhibitors. hit rate 0.009% among 390,000; active = well fitted inhibition curve with a large enough effect in the polarisation, with a control signal flat, not every such curve was filed as active; inconclusive = small, poorly fitted or top-dose-only effect, or effect the other way, or a change in a side signal; inactive = no such curve, though single readings can be large or run the other way; the % refers to the polarisation; also: % is scaled to controls: 0 for no effect and ±100 for the full control effect
# Target sequence (Q13526 whole entry, looked up): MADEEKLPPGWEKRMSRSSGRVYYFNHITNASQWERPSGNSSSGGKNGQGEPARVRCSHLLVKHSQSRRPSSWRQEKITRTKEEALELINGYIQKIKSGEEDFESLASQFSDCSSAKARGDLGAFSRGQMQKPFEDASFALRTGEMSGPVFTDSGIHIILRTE
# GLS inh = qHTS for Inhibitors of Glutaminase (GLS). Potency, µM (top dose mostly 45.5 µM), without a hit: at the top dose activity change, negative = inhibition, hits mostly inhibitors. hit rate 0.21% among 410,000. AID 624170, 2012. Glutaminase kidney isoform, mitochondrial (Homo sapiens), O94925. GLS enzymatic activity, qHTS titration; also: % is scaled to controls: 0 for no effect and ±100 for the full control effect
#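 Enzyme dispensed in phosphate buffer (45 mM, pH 8.2, 0.02% Tween-20), compounds pinned in, then 1 mM L-glutamine solution and the glutamate oxidase–HRP–Amplex Red mix added; fluorescence read immediately and again after 30 min at room temperature.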
# BLM inh = qHTS Assay for Inhibitors of Bloom's syndrome helicase (BLM). RecQ-like DNA helicase BLM (Homo sapiens), P54132. AID 2528, 2010. hit rate 0.2% among 350,000. recombinant BLM DNA unwinding, fluorescence dequenching. Potency, µM (doses to about 56.1 µM), for inactives: top-dose activity change, negative = inhibition, hits mostly inhibitors;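 also: plate controls were vehicle for no effect and no enzyme for full effect; nearly all actives have a fitted effect of over 35% in size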
# POLI inh = qHTS for Inhibitors of Polymerase Iota; Pol iota fluorescent replication assay, 10 min; Potency, µM (titrated, usually from 115 µM), for the others: at the top dose activity, negative = inhibition, usual class: inhibitors; hit rate 1% among 390,000; AID 588590, 2011
# Target sequence (Q9UNA4 whole entry, looked up): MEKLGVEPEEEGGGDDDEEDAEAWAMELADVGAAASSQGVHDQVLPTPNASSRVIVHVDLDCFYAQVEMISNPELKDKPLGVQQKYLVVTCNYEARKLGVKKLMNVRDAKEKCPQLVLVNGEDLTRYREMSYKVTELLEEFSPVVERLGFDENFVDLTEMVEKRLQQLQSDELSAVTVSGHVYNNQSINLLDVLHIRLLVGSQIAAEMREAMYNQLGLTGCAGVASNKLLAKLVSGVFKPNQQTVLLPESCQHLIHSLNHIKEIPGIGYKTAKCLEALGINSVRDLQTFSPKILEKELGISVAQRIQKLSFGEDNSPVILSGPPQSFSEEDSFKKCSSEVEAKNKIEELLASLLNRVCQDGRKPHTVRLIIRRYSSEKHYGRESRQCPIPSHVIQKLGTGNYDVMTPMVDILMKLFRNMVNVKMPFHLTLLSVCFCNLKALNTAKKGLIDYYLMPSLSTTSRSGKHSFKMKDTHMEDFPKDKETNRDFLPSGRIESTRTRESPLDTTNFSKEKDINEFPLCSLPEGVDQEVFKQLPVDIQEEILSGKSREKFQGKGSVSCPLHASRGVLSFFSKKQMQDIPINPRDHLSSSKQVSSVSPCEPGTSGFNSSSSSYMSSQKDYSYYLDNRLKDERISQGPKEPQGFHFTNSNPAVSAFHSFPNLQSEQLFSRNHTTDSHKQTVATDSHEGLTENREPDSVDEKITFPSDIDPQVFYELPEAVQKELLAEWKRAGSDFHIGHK
#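 Fluorescent replication assay read twice, at 0 min and 10 min after adding 50 nM (final) substrate. Enzyme (10 nM) and compounds were first incubated 15 min at room temperature; enzyme-free buffer wells were negative controls.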
# The depositor's hits bear a star; i = inactive; ? = inconclusive; nt = not tested or not shown; [ ] = dose if it differs, or a comment. Unless noted, calls follow the shape of the dose curve; as a rule, active = well fitted curve in the direction sought with a large enough effect; inconclusive = small, poorly fitted or top-dose-only effect, or another doubt; inactive = no such curve, though single readings can be large; an effect the other way counts as inactive or inconclusive. Potency is read from the fitted curve at half-maximal effect.
SMILES,G9a inh,HP1b chromo inh,Tb PGK inh,BAZ2B block,JMJD2A Tudor,Pin1 inhibitor,GLS inh,BLM inh,POLI inh
CC(C)(C)C(=O)Nc1nnc(SCC(=O)Nc2nccs2)s1,11.7%,23.0%,i,-6.6%,-12.4%,0.8%,6.2%,-1.1%,25.5%
Cc1cccc(-c2nnc(SCc3nc4ccccc4[nH]3)n2Cc2ccco2)c1,50.1µM*,17.2%,-5.3%,-30.6%,-22.3%,-2.1%,2.9%,-1.1%,-10.9%
Cc1ccc(Nc2nc(CSc3nnnn3-c3ccccc3)cc(=O)[nH]2)cc1,-26.2%[12.7 µM],18.6%,-3.0%,?,-29.9%[57.1 µM],22.5%,3.6%,-6.5%,?
O=C(CSCc1c[nH]c(=O)[nH]c1=O)OCC(=O)c1ccc(Br)cc1,6.9%,24.2%,5.3%,-12.9%,-3.5%,10.6%,7.3%,-5.4%,-28.7%
CC(Sc1nnc(-c2cccs2)n1C1CC1)C(=O)NCC1CCCO1 (stereo unspecified),29.1%[12.7 µM],27.6%,i,-4.8%,-6.8%,1.9%,-8.1%,nt,16.7%
CC(C)(C)c1ccc(C(=O)NCC(=O)NCC(C)(C)N2CCOCC2)cc1,-12.3%,26.3%,i,-1.9%,-5.5%,7.6%,2.5%,nt,-15.2%
COc1ccc(-c2nnc(OCc3nc4ccccc4n3C)c3ccccc23)cc1,-1.5%[59 µM],2.8%,-0.9%,-35.4%,50.1µM*,17.0%,?,-3.6%,159.6%[activator]
COc1cc(NC(=O)c2nc3cc(C)c(C)cc3n(C)c2=O)cc(OC)c1OC,14.2%[59 µM],43.7%[activator],-1.2%,3.1%,3.8%,-1.1%,1.9%,-1.3%,1.6%
Cc1onc(-c2c(Cl)cccc2Cl)c1C(=O)NN1CCCCCC1,4.0%,25.2%,2.0%,-0.2%,0.4%,-9.2%,2.0%,-2.1%,56.8%[activator]
CCCCn1c(SCC(=O)N(C)C)nnc1-c1ccncc1,nt,48.5%[activator],6.2%,-0.8%,1.5%[57.1 µM],-2.4%,12.7%,-6.5%,146.8%[activator]
CC(=O)Nc1cc2c3c(c1)CCC(=O)N3CCC2,-6.2%,22.4%,0.9%,-17.3%,-4.0%,-5.3%,2.5%,-4.3%,48.5%[activator]
Cn1nnnc1SCCNCc1cc(Br)ccc1OCc1ccccc1Cl,6.0%[59 µM],62.0%[activator],-6.8%,2.6%,-7.5%,3.0%,9.8%,-5.6%,-2.4%
O=C(O)CCCNc1n[nH]c(=O)[nH]c1=O,14.1µM*,34.8%,6.7%,?,-10.5%,-1.2%,0.0%,-6.7%,35.0%[activator]
COCCCNC(=O)C[C@H]1C[C@H](C(=O)N2CCOCC2)[C@@]2(C)c3[nH]c4cc(-c5ccco5)ccc4c3CCN2C1=O,nt,52.9%[activator],3.8%,nt,-36.0%,10.4%,-2.8%,nt,0.5%
O=C(N/N=C/C1CC2C=CC1C2)c1ccccc1O (stereo unspecified),6.3%,42.2%[activator],3.7%,15.6%,-12.3%,3.5%,16.4%,-3.2%,1.6%
O=C(c1ccco1)N1C(=O)c2cccc3cccc1c23,5.0%[12.7 µM],-15.6%,-2.4%,-26.7%,-21.2%[11.4 µM],4.9%,-20.3%,-3.2%,?
Cc1ccc(OCC(=O)O/N=C(\N)c2ccncc2)cc1C,-1.0%,-7.3%,2.8%,1.1%,0.7%,-6.9%,6.3%,-3.1%,60.2%[activator]
CC(=O)c1ccccc1S(=O)(=O)N1CCN(c2nc(-c3cccs3)nc3ccccc23)CC1,nt,16.1%,nt,nt,-27.9%,64.9%[activator],nt,nt,?
COc1cccc(C(=O)/C=C/c2ccc(SC)cc2)c1,85.1%[activator],31.6%,19.5%,25.8%,9.5%,0.6%,9.0%,-13.9%,-3.0%
Nc1nnnn1/N=C/c1cc(Cl)cc(Cl)c1O,nt,16.5%,4.2%,-3.0%,39.8µM*,?,9.8%,-6.4%,?

# An excerpt from above, showing only GLS inh, BLM inh and HP1b chromo inh.
molecule,GLS inh,BLM inh,HP1b chromo inh
Cc1cccc(-c2nnc(SCc3nc4ccccc4[nH]3)n2Cc2ccco2)c1,2.9%,-1.1%,17.2%
Cc1ccc(Nc2nc(CSc3nnnn3-c3ccccc3)cc(=O)[nH]2)cc1,3.6%,-6.5%,18.6%
O=C(CSCc1c[nH]c(=O)[nH]c1=O)OCC(=O)c1ccc(Br)cc1,7.3%,-5.4%,24.2%
CC(Sc1nnc(-c2cccs2)n1C1CC1)C(=O)NCC1CCCO1 (stereo unspecified),-8.1%,nt,27.6%
CC(C)(C)c1ccc(C(=O)NCC(=O)NCC(C)(C)N2CCOCC2)cc1,2.5%,nt,26.3%

# More compounds follow:
SMILES,G9a inh,HP1b chromo inh,Tb PGK inh,BAZ2B block,JMJD2A Tudor,Pin1 inhibitor,GLS inh,BLM inh,POLI inh
O=C(NCc1cccs1)c1ccc2c(c1)sc1nc(-c3ccc(F)cc3)cn12,10µM*,42.0%[activator],i,-16.9%,-19.1%,4.2%,-2.2%,-1.5%,-15.5%
Cc1cc(C)cc(NC(=S)N2CCC(NC(=O)c3ccco3)CC2)c1,2.6%,7.5%,-12.7%,-7.8%,-7.7%,-0.6%,-1.7%,-1.8%,16.6%
COc1ccc2[nH]c(C)c(CCNC(=S)Nc3ccc(F)cc3)c2c1,56.2µM*,-8.2%,i,nt,?,7.2%,4.3%,-3.8%,32.6%[activator]
CSC(=N/N=C(\N)c1cnccn1)SC,6.0%[59 µM],31.1%,2.0%,-0.9%,1.4%[57.1 µM],-1.1%,0.4%,2.8%,6.9%
O=[N+]([O-])c1ccc2nonc2c1Nc1cccc(F)c1,-18.9%,-21.2%,-9.4%,?,?,-6.8%,1.0%,-0.6%,37.3%[activator]
CCc1cccc(C)c1NC(=O)C1CCN(C(=O)c2ccc([N+](=O)[O-])cc2)CC1,36.9%[12.7 µM],25.5%,4.9%,-12.1%,5.0%,-8.2%,-6.7%,-9.8%,-12.9%
CCCCN(CCCC)CCNC(=O)c1cn(C)c2ccc(S(=O)(=O)N3CCOCC3)cc2c1=O,0.3%[59 µM],26.0%,8.9%,nt,-4.7%,13.0%,18.8%,-8.4%,22.7%
COc1cccc(Cn2cnc3c([N+](=O)[O-])c(C)c(C)cc32)c1,-11.2%,11.7%,-3.0%,-22.6%,-7.5%[11.4 µM],-0.3%,-3.6%,-2.8%,97.4%[activator]
C=CCn1cnc2c(nnn2-c2ccc(C)c(Cl)c2)c1=O,-2.4%,35.6%,0.6%,-26.8%,7.6%,11.3%,-6.5%,-5.9%,87.4%[activator]
CC(=O)Nc1cccc(NC(=S)Nc2cccc(Cl)c2Cl)c1,nt,-6.9%,7.0%,-12.9%,-17.7%,3.6%,0.0%,2.1%,126.5%[activator]
COc1cccc(C(=O)Oc2cc(C)[nH]c(=O)c2[N+](=O)[O-])c1,-32.5%,31.6%,-6.1%,-1.1%,-15.4%,2.8%,-11.6%,-9.2%,11.1%
CC(C)(C)C(=O)Nc1nc(-c2ccc3c(c2)OCO3)cs1,-9.9%,-0.2%,-11.1%,-6.3%,-17.1%,2.1%,-3.3%,-5.4%,31.6%[activator]
CN1CC[C@H](c2c(O)cc(O)c3c(=O)cc(-c4ccccc4Cl)oc23)[C@@H](O)C1,nt,-2.3%,nt,nt,-34.0%,5.6%,34.9%[activator],nt,?
CCOc1cc(C(c2c(C)[nH][nH]c2=O)c2c(C)[nH][nH]c2=O)cc(Cl)c1O,?,28.0%,-6.6%,?,-20.1%,2.3%,33.0%[activator],-2.6%,25.1µM*
Cc1cc(C)c(C#N)c(SCC(=O)c2ccc(Cl)cc2Cl)n1,51.9%[activator][12.7 µM],158.4%[activator],-6.5%[11.5 µM],21.7%,31.5%,54.5%[activator],-6.4%,-10.2%,2.5%
CC(=O)Nc1ccc(S(=O)(=O)N2CCN(c3ccccn3)CC2)cc1,-2.6%[59 µM],23.0%,-1.4%,-4.7%,-5.2%,-9.9%,-4.6%,-2.0%,30.1%[activator]
CSc1ccc(CCNC(=O)c2ccc(-c3nc(COc4ccc(C)cc4)c(C)o3)cc2)cc1,?,39.9%[activator],-6.9%,1.2%,2.8%,-1.3%,-13.3%,-4.4%,12.9%
COc1cc(/C=N/NC(=O)NC2CCCCC2)ccc1O,-26.5%,26.8%,-0.5%,-11.8%,-14.1%,0.6%,?,3.7%,19.4%
CC(C)C(=O)N(c1cc2sc(=O)oc2c2ccccc12)S(=O)(=O)c1cccs1,1.78µM*,-2.2%,-7.0%,50.1µM*,?,9.0%,10.7%,-7.9%,?
O=C1Cc2cc([N+](=O)[O-])ccc2N1c1c(Cl)cccc1Cl,9.9%,-18.7%,6.0%,?,?,0.0%,?,-6.3%,186.8%[activator]
COc1cc(NC(C)CCCN)c2ncccc2c1 (stereo unspecified),12.6µM*,-5.8%,i,56.2µM*,?,?,28.9%,-8.6%,18.5%
CCCCN(CC)C(=S)Nc1ccc2nc(N3CCN(C)CC3)cc(C)c2c1,39.8µM*,-1.3%[57 µM],-0.9%,?,?,-1.5%,37.8%[activator],0.1%,9.2%

# Reprinted at random: two entries already listed.
SMILES,G9a inh,HP1b chromo inh,Tb PGK inh,BAZ2B block,JMJD2A Tudor,Pin1 inhibitor,GLS inh,BLM inh,POLI inh
COc1ccc(-c2nnc(OCc3nc4ccccc4n3C)c3ccccc23)cc1,-1.5%[59 µM],2.8%,-0.9%,-35.4%,50.1µM*,17.0%,?,-3.6%,159.6%[activator]
CN1CC[C@H](c2c(O)cc(O)c3c(=O)cc(-c4ccccc4Cl)oc23)[C@@H](O)C1,nt,-2.3%,nt,nt,-34.0%,5.6%,34.9%[activator],nt,?

# An excerpt; the hit share may differ from the screen's.
